Source: PubChem BioAssay
RSV CPE inhibition: RSV antiviral activity via CPE protection, HEp-2 cells, primary 10 µM value included (AID 2391) | one-dose CPE inhibition, % at 10 µM; IC50 in µM for titrated hits | HEp-2 cells, RSV-induced CPE inhibition; higher % means a stronger effect | hit rate 0.13% among 310,000; in the data active means a potency from the dose series; inconclusive means CPE inhibition mostly from about 23% at the one dose, without a potency; inactive means the rest, 99 in 100 with CPE inhibition below about 21%; further: strong numbers were not always called active
PMI inhibitors: inhibitors of human PMI, primary screen, biochemical, fluorescence intensity, coupled assay (AID 1209); Mannose-6-phosphate isomerase (Homo sapiens); purified PMI enzyme, coupled fluorescence intensity; higher % means a stronger effect; one-dose inhibition, % at 20 µM; IC50 in µM for titrated hits; hit rate 0.42% among 190,000;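 further: plate controls were DMSO vehicle for no effect and wells lacking substrate for full effect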
TNAP activators: human TNAP enzyme activators, primary screen, biochemical, luminescent, no phosphate acceptor, uHTS (AID 1001). purified TNAP, luminescent activation assay, no phosphate acceptor; higher activation fold means a stronger effect. activation fold at 20 µM, or EC50 in µM where a hit was titrated. hit rate 0.03% among 200,000; in the data active means activation fold from about 3, or a potency from the dose series; inactive means the rest, 99 in 100 with activation fold below about 1.6; further: many of its hits are not listed in these tables
SIAH1 antagonists: Siah-1 peptide-binding antagonists, primary screen, biochemical, fluorescence polarization, rhodamine-plectin, uHTS (AID 1817). E3 ubiquitin-protein ligase SIAH1 (Homo sapiens). Siah-1 / rhodamine-plectin peptide fluorescence polarization; higher % means a stronger effect. one-dose displacement, % at 20 µM; IC50 in µM for titrated hits. hit rate 0.02% among 290,000;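 active means displacement of at least 50% at 20 µM, with a fluorescence ratio check between 0.3 and a set limit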;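 further: plate controls were Siah plus tracer with DMSO for no effect and tracer alone without Siah for full effect; strong numbers were not always called active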
XIAP displacement: XIAP antagonists, biochemical, IAP family, fluorescence polarization (AID 1018). hit rate 0.007% among 200,000. XIAP BIR domain, fluorescence polarization peptide displacement; higher % means a stronger effect. displacement, % at 20 µM, or IC50 in µM where a hit was titrated. E3 ubiquitin-protein ligase XIAP (Homo sapiens); in the data active means displacement above about 50%; further: a part of the inactive calls stands beside numbers as strong as those of hits
WT yeast gro inh: growth inhibition of WT strain, primary screen, mitochondrial fusion inhibitor project, WT and mutant strains, chemical genetic; inhibition, % at 10 µM; AID 1362, 2008; mitochondrial fusion phenotypic screen; hit rate 2.1% among 190,000; in the data active means inhibition above about 58%; tested in S. cerevisiae
human PMI inhibitors: human PMI inhibitors, high substrate, primary screen, biochemical, fluorescence intensity, high mannose 6-phosphate (AID 1220) | inhibition, % at 20 µM; hits with a dose series show IC50 in µM | hit rate 0.66% among 190,000 | Mannose-6-phosphate isomerase (Homo sapiens) | recombinant PMI enzyme, coupled fluorescence intensity; higher % means a stronger effect
Myeloid diff MLP: induction of myeloid progenitor differentiation, primary screen, cell-based, flow cytometry, MLPCN library; ER-HoxA9 myeloid progenitors, lysozyme-GFP differentiation; calls only at 10 µM; hit rate 1% among 360,000;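 active means normalized GFP-positive differentiation at or above the plate's own cutoff, the solvent-only control mean plus 3 SD; inconclusive means no clear call, values can overlap the other calls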;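 further: cells exposed to compound for four days before flow analysis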
Salmonella PhoP GFP: inhibitors of PhoP regulon expression, primary screen, Salmonella Typhimurium, GFP reporter (AID 1863). S. Typhimurium PhoP-regulated promoter GFP reporter, 4 h; higher % means a stronger effect. inhibition, % at 50 µM, or IC50 in µM where a hit was titrated. hit rate 0.16% among 300,000;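 active means inhibition over 29.93%, a cutoff 3 SD above the screen mean, later confirmed by dose response; inconclusive means inhibition over 29.93% but no dose response follow-up; inactive means inhibition at most 29.93% or unconfirmed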;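 further: 0% = low Mg2+ inducing control and 100% = high Mg2+ repressing control; strong numbers were not always called active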
WT yeast gro inh mutant strain: recorded beside WT yeast gro inh, whose call it bears; inhibition, %; mitochondrial fusion phenotypic screen, mutant strain inhibition
Myeloid diff MLP GFP+ MAC1+ %: second read-out of Myeloid diff MLP, no call of its own (marks repeat the call); GFP+ MAC1+ double positive, %; measured here: differentiation confirmed by MAC1 staining
Numbers without * were called inactive; i = inactive; ? = inconclusive; . = not tested or not shown; + = active, no number; & = joins results of further samples. Unless noted, no stated cut-off is given here; in the data, active means inhibition above about 50%; inactive means the rest.

Under each structure: RSV CPE inhibition	PMI inhibitors	TNAP activators	SIAH1 antagonists	XIAP displacement	WT yeast gro inh	WT yeast gro inh mutant strain	human PMI inhibitors	Myeloid diff MLP	Myeloid diff MLP GFP+ MAC1+ %	Salmonella PhoP GFP
CCc1nc(SCC(=O)N2CCN(c3ccccc3)CC2)c2oc3ccccc3c2n1
→ -0.4%	3%	1	-1%	-6.6%	55	18	-1%	i	0.9	0%
NC(=O)c1c(NC(=O)c2ccc(S(=O)(=O)N3CCOCC3)cc2)sc2c1CCCCC2
→ 9.4%	10%	1.1	1%	-1.7%	4	-5	8%	i	0.8	5%
CC(C)[C@H](NC(=O)CCn1nnc2ccccc2c1=O)C(=O)O
→ -0.1%	-2%	1.1	6%	-4.2%	-18	-10	1%	i	0.7	-6%
c1ccc(-c2nnc(OCc3cccnc3)c3ccccc23)cc1
→ 3.2%	-5%	1.1	6%	-3.3%	2	4	1%	i	0.0	-6%
CC(=O)OC(C)C[N+](C)(C)C (stereo not given)
→ -0.5%	9%	1.1	-4%	-11%	-5	-8	8%	i	8.4	4%&-1%
CCOC(=O)c1c(C)oc2c1c(C(c1ccccc1)N1CCOCC1)c(O)c1ccccc12 (stereo not given)
→ 9.2%	37%	1	-4%	-7.2%	67*	50*	30%	i	0.4	-12%
CC(C)CNC(=S)NNC(=O)c1csc2c1CCCC2
→ 1.9%	-8%	1	0%	-3.2%	35	20	-3%	i	1.1	5%
CC(/C=C/c1ccccc1)=N/NC(=O)c1cnccn1
→ 1.8%	7%	1	1%	-6.0%	-14	-6	11%	i	0.5	1%
O=C(/C=C/NNC(=O)c1ccc(Cl)cc1)c1ccccc1
→ 1.6%	-4%	1.1	1%	-3.9%	-27	3	7%	i	0.1	5%
COc1ccccc1CNC(=O)Cn1nnc(-c2ccncc2)n1
→ 1.4%	11%	1.1	0%	-3.8%	-4	-11	13%	i	2.0	1%
CCOc1cc(CNCCc2ccc(S(N)(=O)=O)cc2)ccc1OCc1ccc(Cl)cc1
→ ?	7%	1.1	2%	1.6%	8	11	-3%	i	0.7	12%
O=C(CCCOc1ccccc1)Nc1ccc(Cl)cn1
→ 1.6%	-3%	1	-2%	-2.1%	-16	13	-2%	i	0.4	1%
COc1ccc2[nH]c(=O)c(CN(CC3CCCO3)C(=O)Nc3ccc(F)cc3)cc2c1 (stereo not given)
→ .	19%	1.1	5%	-5.2%	2	2	18%	i	0.6	14%
CC(=Nc1ccc(C)c(C)c1)C1=C(O)CCC1=O
→ -0.5%	-7%	1.1	-7%	-5.5%	-3	8	-14%	i	0.5	-15%
COc1cc(OC)c2c(c1O)OC(c1ccccc1)CC2=O (stereo not given)
→ .	14%	0.9	23%	-2.6%	-4	3	25%	i	3.3	-11%
C=CCN1C(=O)CC(C(=O)NC)SC1=Nc1ccc(C(=O)OCC)cc1 (stereo not given)
→ 2.4%	8%	1.1	3%	-2.9%	1	4	9%	i	0.8	-10%
COC(=O)CC(c1ccc(C(C)C)cc1)n1cccc1 (stereo not given)
→ 0.8%	-1%	1.1	25%	-3.9%	15	42	10%	i	0.6	1%
O=C(NCCN1CCOCC1)c1cccc(S(=O)(=O)N2CCCCCC2)c1
→ 1.6%	14%	1.1	2%	-6.4%	16	16	4%	i	0.9	13%
CS(=O)(=O)NNC(=O)c1cc2cc3ccccc3nc2s1
→ 32%	14%	1	0%	-5.5%	-9	5	17%	i	0.1	-9%
CC(=O)c1ccc(NC(=O)c2ccccc2Sc2ncnc3sc(C)c(C)c23)cc1
→ 2.5%	-6%	1	-2%	-3.2%	2	1	3%	i	0.8	0%

2 entries picked at random from the list so far, as already listed:
Under each structure: RSV CPE inhibition	PMI inhibitors	TNAP activators	SIAH1 antagonists	XIAP displacement	WT yeast gro inh	WT yeast gro inh mutant strain	human PMI inhibitors	Myeloid diff MLP	Myeloid diff MLP GFP+ MAC1+ %	Salmonella PhoP GFP
COc1ccc2[nH]c(=O)c(CN(CC3CCCO3)C(=O)Nc3ccc(F)cc3)cc2c1 (stereo not given)
→ .	19%	1.1	5%	-5.2%	2	2	18%	i	0.6	14%
CC(/C=C/c1ccccc1)=N/NC(=O)c1cnccn1
→ 1.8%	7%	1	1%	-6.0%	-14	-6	11%	i	0.5	1%

Remaining list, next part:
Under each structure: RSV CPE inhibition	PMI inhibitors	TNAP activators	SIAH1 antagonists	XIAP displacement	WT yeast gro inh	WT yeast gro inh mutant strain	human PMI inhibitors	Myeloid diff MLP	Myeloid diff MLP GFP+ MAC1+ %	Salmonella PhoP GFP
Cc1cc(N2CCOCC2)n2cc(-c3ccc(F)cc3)nc2n1
→ 0.6%	6%	1.1	3%	-4.7%	15	8	-2%	i	0.4	-4%
Cc1cccc(Cn2c(NCCO)nc3c2c(=O)n(C)c(=O)n3C)c1
→ -0.1%	4%	1.1	-6%	2.4%	-17	-10	0%	+	11*	0%
CSc1nc2ccccc2n1C(=O)Oc1ccccc1
→ -1.5%	20%	1.1	-1%	0.4%	4	-5	8%	i	1.3	-8%
O=C(Cc1cccs1)Nc1cccc(-c2nnc(-c3ccco3)o2)c1
→ 32%	-6%	1.1	-2%	-6.7%	5	7	-6%	i	1.5	-16%
CCOC(=O)C1CCCN(c2ncnc3c2oc2ccccc23)C1 (stereo not given)
→ 8.2%	4%	1.1	0%	-3.4%	8	26	1%	i	1.2	-4%
O=C(CN(C(=O)CCC(=O)Nc1nccs1)c1cccc(F)c1)NCc1ccc2c(c1)OCO2
→ 3.0%	.	.	9%	.	.	.	.	i	0.4	4%
COc1ccc(C)cc1NC(=O)NCc1ccccn1
→ 0.1%	-5%	1.1	5%	-4.6%	4	1	-8%	i	0.1	-6%
CCN(Cc1ccccc1)C(=O)C1CCN(Cc2ccc(OC)c(OC)c2OC)CC1
→ -2.3%	6%	1.1	5%	-3.8%	-3	-1	6%	i	0.6	6%
O=C(NCCCN1CCCC1=O)c1cc(=O)c2ccccc2o1
→ 0.9%	18%	1.1	1%	-5.7%	-4	12	14%	i	0.9	-8%
COc1ccccc1NS(=O)(=O)c1cc(NC(=O)Nc2ccccc2)ccc1N1CCCCC1
→ 17%	15%	1.7	-4%	-4.1%	21	-7	15%	?	.	?
CCOc1ccc(-c2noc(CCCC(=O)NC3CCCC3)n2)cc1OC
→ 8.7%	.	.	-3%	.	.	.	.	i	6.7	3%
Cc1cccc(-c2cc3nc(C)cc(C)n3n2)c1
→ 14%	8%	1	6%	-5.8%	26	-2	6%	i	0.4	5%
Fc1ccccc1Cc1noc(CN2CCN(Cc3ccc4c(c3)OCO4)CC2)n1
→ -2.1%	9%	1.1	6%	-2.8%	10	10	0%	i	1.6	-6%
Cc1nc2c(-c3ccccc3)c(C)nn2c(C)c1CCC(=O)O
→ 2.5%	6%	1.1	-1%	-6.8%	-5	-16	6%	i	1.4	-8%
CCCCOCC(O)Cn1c(C)nc2ccccc21 (stereo not given)
→ -0.3%	-4%	1.1	6%	-2.0%	6	12	-12%	i	6.0	16%
COc1cc(OC)cc(C(=O)O/N=C(\N)c2ccccn2)c1
→ 1.4%	.	.	2%	.	.	.	.	i	0.2	-18%
CC1C(=O)Nc2ccccc2N1C(=O)c1ccc(F)cc1 (stereo not given)
→ 2.3%	.	.	2%	.	.	.	.	i	0.6	15%
O=S(=O)(N1CCCCC1)N1CCNCC1
→ 0.7%	-8%	1.1	0%	0.7%	.	.	-7%	i	1.6	13%
Cn1cc(C(=O)c2ccc(Cl)cc2Cl)cc1C(=O)N/N=C(\N)COc1cccc(C(F)(F)F)c1
→ 1.6%	2%	1.1	-3%	2.3%	0	-28	-4%	.	.	-11%
CCOC(=O)c1sc(-c2ccc(C(F)(F)F)cc2)nc1O
→ 6.1%	.	.	-1%	.	.	.	.	i	0.1	34%
CCCOc1ccc(N2CC(C(=O)Nc3ccccn3)CC2=O)cc1 (stereo not given)
→ 1.2%	-4%	1.1	-1%	-5.9%	-8	4	-12%	i	0.1	-7%
Cc1oc(-c2ccc(Cl)cc2)nc1CN1CCC(C(=O)NCCCN2CCOCC2)CC1
→ -2.7%	-14%	1	-1%	0.6%	-2	7	-12%	i	1.4	7%
COC(=O)c1sccc1NC(=O)/C=C/c1c(Cl)cccc1Cl
→ 2.3%	3%	1.1	-1%	-3.2%	15	-1	-2%	i	0.5	1%
O=S1(=O)CCN2C(=N1)SC1=C2CCN(Cc2ccccc2)C1
→ 0.7%	3%	1.2	-1%	-2.8%	-2	-4	4%	i	0.5	4%
COc1ccc2c(c1)C(=O)[C@@H](O)[C@H](c1ccc(OC)c(Br)c1)O2
→ 6.3%	-15%	1	5%	-5.5%	25	-11	-11%	i	0.2	4%
Cc1ccccc1C(=O)Nc1nnc(-c2ccco2)o1
→ -2.4%	-8%	1	-4%	-8.5%	-1	0	-5%	i	1.3	0%
CCc1cc(C(=O)OC)c(NC(=O)CC2NCCNC2=O)s1 (stereo not given)
→ 2.6%	6%	1.1	0%	1.7%	2	-5	4%	i	1.1	1%
Cc1ccccc1-n1c(SCC(=O)Nc2c(C)cccc2C)nc(O)cc1=O
→ -0.1%	.	.	-5%	.	.	.	.	i	1.4	3%
O=C1Nc2ccc(Br)cc2C1(O)c1ccc(F)cc1 (stereo not given)
→ 3.4%	.	.	6%	.	.	.	.	i	0.8	2%
Clc1ccccc1-c1nnc2n1-c1ccccc1SC2
→ 4.1%	.	.	8%	.	.	.	.	i	0.9	1%
CC(=O)Cc1ccccc1OC(=O)c1ccco1
→ 2.7%	1%	1.1	-2%	-3.0%	-12	-12	0%	i	1.8	4%
O=C(c1ccc(F)cc1)C1CCN(C(=O)N2CCOCC2)CC1
→ -0.4%	3%	1.1	2%	2.2%	-13	12	0%	i	1.2	0%
COC(=O)c1cc(S(=O)(=O)N2CCN(Cc3ccccc3)CC2)c[nH]1
→ 6.4%	.	.	-6%	.	.	.	.	i	2.6	1%
Oc1ccc(-c2cnc(-c3ccc(O)cc3)nc2)cc1
→ -1.3%	.	.	13%	.	.	.	.	i	2.5	1%
CC(C)CCSc1nnc(Cn2c(=O)sc3ccccc32)n1C
→ 2.9%	1%	1.1	29%	-2.5%	9	2	-4%	i	1.5	-5%
O=C(NC(Cc1ccccc1)C(=O)O)/C(=C/c1ccc([N+](=O)[O-])cc1)NC(=O)c1ccccc1 (stereo not given)
→ 0.4%	.	.	-2%	.	.	.	.	i	0.0	-2%
O=S(=O)(NC1CCN(Cc2ccccc2)CC1)c1cccc(S(=O)(=O)N2CCOCC2)c1
→ 0.2%	18%	1	-1%	-20%	16	16	19%	i	1.3	-2%
O=C(O)CNS(=O)(=O)c1ccc2[nH]c(=O)c(=O)[nH]c2c1
→ 3.0%	-10%	1	2%	-7.4%	-5	-7	-4%	i	0.6	-1%
COc1cccc(-n2nc3c(=S)[nH]nc(C)c3c2C)c1
→ 1.2%	-27%	1.1	4%	-5.6%	1	0	-44%	i	1.0	-7%
